Vif-A3F inh: qHTS for Inhibitors of Vif-A3F Interactions: qHTS. Potency, µM (highest dose often 46.1 µM), without a hit: at the top dose activity, negative = active. HeLa A3F-eYFP + Vif (tagged APOBEC3F with the HIV-1 protein that degrades it), YFP fluorescence increase. actives 0.2% (n = 390,000); further: potency means the concentration at half of the fitted maximal effect; % of control where 0% means no effect; nearly all actives have a fitted effect of over 65% in size
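HeLa cells stably expressing A3F-eYFP plus Vif, plated and incubated overnight at 37 deg C, then exposed to compounds overnight at 37 deg C. Blocked degradation read as raised yellow fluorescence (Ex 488/Em 500-530).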
RGS4 inhibitor: Inhibitors of Regulator of G Protein Signaling (RGS) 4: qHTS; Regulator of G-protein signaling 4 (Homo sapiens), P49798; Transcreener GDP fluorescence polarization, RGS4-accelerated GTP hydrolysis; Potency, µM (doses to about 114 µM), for the others: at the highest dose activity change, negative = inhibition, most hits filed as inhibitors; actives 0.039% (n = 390,000); AID 504845, 2011; further: potency means the concentration at half of the fitted maximal effect; on the % scale 0 is the no-effect control and ±100 the full control effect; nearly all actives have a fitted effect of over 75% in size; some results filed as inactive show a strong effect at the top dose
Target sequence (P49798 whole entry, looked up): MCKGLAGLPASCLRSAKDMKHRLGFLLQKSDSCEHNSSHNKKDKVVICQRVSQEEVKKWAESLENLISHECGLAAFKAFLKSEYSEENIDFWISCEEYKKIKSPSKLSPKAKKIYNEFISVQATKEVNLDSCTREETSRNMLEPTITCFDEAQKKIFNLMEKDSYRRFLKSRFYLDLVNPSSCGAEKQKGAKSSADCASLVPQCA
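MLSMR compounds (23 nl, pin-transferred) preincubated 10 min at room temperature with a 500nM (2x) first reagent, then RGS4 at 900nM (2x) plus Transcreener GDP mix added; fluorescence polarization (620/688 nm) read before and after 90 min at 30 °C.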
rTrxR1 inhibitor: qHTS Assay for Inhibitors of Mammalian Selenoprotein Thioredoxin Reductase 1 (TrxR1): qHTS; Thioredoxin reductase 1, cytoplasmic (Rattus norvegicus), O89049; recombinant rTrxR1, NADPH fluorescence consumption, selenite substrate; Potency, µM (top dose mostly 114 µM), for the others: at the top dose activity change, negative = inhibition, most hits filed as inhibitors; actives 1% (n = 390,000); AID 588453, 2011; further: potency means the concentration at half of the fitted maximal effect; on the % scale 0 is the no-effect control and ±100 the full control effect; nearly all actives have a fitted effect of over 65% in size
Target sequence (O89049 whole entry, looked up): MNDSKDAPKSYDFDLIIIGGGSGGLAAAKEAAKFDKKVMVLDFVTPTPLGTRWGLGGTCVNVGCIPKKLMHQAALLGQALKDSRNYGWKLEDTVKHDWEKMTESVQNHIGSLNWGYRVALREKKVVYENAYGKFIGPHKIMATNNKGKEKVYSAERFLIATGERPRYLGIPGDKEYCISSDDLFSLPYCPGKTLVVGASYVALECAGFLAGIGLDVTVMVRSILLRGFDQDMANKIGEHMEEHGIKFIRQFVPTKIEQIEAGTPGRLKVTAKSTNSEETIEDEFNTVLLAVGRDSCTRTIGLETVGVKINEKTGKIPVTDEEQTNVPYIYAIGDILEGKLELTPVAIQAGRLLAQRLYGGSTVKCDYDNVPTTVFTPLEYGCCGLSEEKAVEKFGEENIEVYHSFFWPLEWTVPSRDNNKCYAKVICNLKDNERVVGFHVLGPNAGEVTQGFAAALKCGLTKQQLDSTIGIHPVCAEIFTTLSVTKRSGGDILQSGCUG
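Rat TrxR1 (90 nM in the dispensed reagent) was pre-reduced with 400 uM NADPH for 5 min at room temperature, then incubated with compound for 15 min. After 400 uM selenite was added, NADPH fluorescence (Ex 340/Em 450 nm) was followed for 8 min.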
USP1 inh: Inhibitors of USP1/UAF1: Primary Screen; recombinant USP1/UAF1, Ub-Rhodamine cleavage fluorescence; AID 743255, 2014; actives 0.23% (n = 390,000); Potency, µM (highest dose often 57.1 µM), for inactives: at the top dose activity change, negative = inhibition, hits mostly inhibitors; further: potency means the concentration at half of the fitted maximal effect; on the % scale 0 is the no-effect control and ±100 the full control effect; nearly all actives have a fitted effect of over 60% in size; inactives centre near -12
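USP1/UAF1 complex (1 nM) preincubated 15 min at room temperature with compound, then Ub-Rho substrate (150 nM final) added. Kinetic fluorescence at 480/540 nm over 6 reads at 60 s intervals; 50 mM HEPES pH 7.8, 0.5 mM EDTA, 0.1 mg/ml BSA, 1 mM TCEP, 0.01% Tween-20.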
TrxR1 substrate: qHTS Assay for Substrates of Mammalian Selenoprotein Thioredoxin Reductase 1 (TrxR1): qHTS. Thioredoxin reductase 1, cytoplasmic (Rattus norvegicus), O89049. actives 0.01% (n = 390,000). Potency, µM (top dose mostly 114 µM), without a hit: top-dose activity change, negative = substrate turnover. AID 588456, 2011. purified TrxR1 substrate turnover, NADPH consumption readout; further: potency means the concentration at half of the fitted maximal effect; on the % scale 0 is the no-effect control and ±100 the full control effect; nearly all actives have a fitted effect of over 50% in size
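Rat TrxR1, dispensed at 90 nM, was prereduced with 400 uM NADPH (final) for 5 min at ~22 deg C, then incubated with compound 15 min before 400 uM selenite. A first-read NADPH fluorescence drop versus no-compound background flagged substrates.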
Glioma ERSR ind: qHTS for Inducers of the Endoplasmic Reticulum Stress Response (ERSR) in Human Glioma: qHTS; U87-MG GRP78 promoter luciferase reporter, 16 h; Potency, µM, for inactives: top-dose activation, most hits filed as activators; actives 0.02% (n = 420,000); AID 602332, 2012; further: potency means the concentration at half of the fitted maximal effect; series mostly up to about 76 µM; % of control where 0% means no effect; nearly all actives have a fitted effect of over 35% in size
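Stably transfected U87-MG glioma cells carrying a GRP78-based luciferase sensor; 16 h compound incubation. Luminescence end-point read 10 min after Bright-Glo addition at room temperature.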
Vif-A3G inh: qHTS for Inhibitors of Vif-A3G Interactions: qHTS. Potency, µM (highest dose often 46.1 µM), for inactives: at the top dose activity, negative = active, hits mostly inhibitors. AID 602310, 2012. DNA dC->dU-editing enzyme APOBEC-3G (Homo sapiens), Q9HC16. HeLa A3G-eYFP + Vif (tagged APOBEC3G with the HIV-1 protein that degrades it), YFP fluorescence, overnight. actives 0.076% (n = 410,000);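 further: potency means the concentration at half of the fitted maximal effect; on the % scale 0 is the no-effect control and ±100 the full control effect; nearly all actives have a fitted effect of over 60% in size; hits raise eYFP signal because A3G escapes Vif-driven loss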
Target sequence (Q9HC16 whole entry, looked up): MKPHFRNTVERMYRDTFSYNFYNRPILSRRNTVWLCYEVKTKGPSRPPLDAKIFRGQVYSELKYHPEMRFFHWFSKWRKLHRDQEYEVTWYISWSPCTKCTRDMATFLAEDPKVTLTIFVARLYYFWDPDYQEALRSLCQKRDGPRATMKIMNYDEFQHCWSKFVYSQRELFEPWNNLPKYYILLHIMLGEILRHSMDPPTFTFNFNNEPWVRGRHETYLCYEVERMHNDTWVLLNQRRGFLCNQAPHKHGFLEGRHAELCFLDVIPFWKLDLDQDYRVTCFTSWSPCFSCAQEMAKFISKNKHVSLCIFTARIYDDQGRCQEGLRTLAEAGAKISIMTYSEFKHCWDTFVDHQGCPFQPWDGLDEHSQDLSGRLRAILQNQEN
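Read-out is eYFP fluorescence (Ex 488/Em 500-530) from Vif-expressing HeLa A3G-eYFP cells; more signal means A3G escaped Vif-mediated degradation. Cells plated overnight, compound pinned in, incubated overnight at 37 deg C.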
IDH1 R132H inh: qHTS for Inhibitors of mutant isocitrate dehydrogenase 1 (IDH1): qHTS | Isocitrate dehydrogenase [NADP] cytoplasmic (Homo sapiens), O75874 | IDH1-R132H enzyme, NADPH consumption, diaphorase/resazurin fluorescence | Potency, µM (series often up to 76.6 µM), without a hit: top-dose activity change, negative = inhibition, actives largely listed as inhibitors | actives 0.093% (n = 390,000); further: potency means the concentration at half of the fitted maximal effect; on the % scale 0 is the no-effect control and ±100 the full control effect; nearly all actives have a fitted effect of over 65% in size
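IDH1-R132H (0.5 ug/mL dispensed) in pH 7.5 Tris buffer was preincubated 30 min with compound, then given a substrate mix of 0.016 mM NADPH and 2 mM alpha-KG for 80 min at room temperature; remaining NADPH was read by diaphorase/resazurin fluorescence.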
LDHA block: qHTS assay for inhibitors of human lactate dehydrogenase. purified LDHA, NADH/diaphorase-resazurin fluorescence; active compounds read low. activity change, % (values are at about 110 or 230 µM). actives 0.15% (n = 480,000). AID 1347041, 2019; in the data active means activity change below about -30%; inconclusive means mostly about -25% to -30%;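 further: plate controls were DMSO wells for no effect and wells without enzyme for full effect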
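LDH5 2 nM; NADH 0.06 mM, pyruvate 0.2 mM; 200 mM Tris pH 7.4, EDTA, Tween-20; 5 min RT. Detection: diaphorase 0.133 mg/mL + resazurin 37 µM, fluorescence ex540/em590 at 0 and 20 min; normalized to enzyme-free and DMSO wells.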
* marks the source's active call; other numbers are inactive results; ? = inconclusive; . = not tested or not shown; & = joins results of further samples; [ ] = remark or other dose. Unless noted, the call rests on the fitted dose curve; in most records, active means well fitted curve in the direction sought with a large enough effect; inconclusive means small, poorly fitted or top-dose-only effect, or another doubt; inactive means no such curve, though single readings can be large; an effect the other way counts as inactive or inconclusive. A portion of the library; count on the stated rates, not on these rows.

SMILES	Vif-A3F inh	RGS4 inhibitor	rTrxR1 inhibitor	USP1 inh	TrxR1 substrate	Glioma ERSR ind	Vif-A3G inh	IDH1 R132H inh	LDHA block
COc1ccc(-c2nn(C)c3sc(C(=O)N4CCN(c5cc(Cl)ccc5C)CC4)cc23)cc1OC	2%	21%	69%[activator]	-23%	39%[activator]	-2%	-4%	-9%	-7
Cc1cc(C)cc(NC(=O)Cn2c(=O)n(Cc3ccc4c(c3)OCO4)c(=O)c3oc4ccccc4c32)c1	-1%	10%	26%	-3%	5%	-4%	-1%	0%	4
C=C1C=C(C)n2ncc(C(=O)Nc3cccc4cnccc34)c2N1	.	.	15%	.	2%	-1%	1%	.	7
CCOc1ccc(-n2c(=O)c3c4c(sc3n(Cc3cccc(Cl)c3)c2=O)CCCC4)cc1	-2%	1%	28%	-8%	15%[2.29 µM]	-1%	3%	-14%	-6
CC1(C)CC(=O)C2=C(C1)NC(Nc1nc3ccccc3o1)=NC21CCCCC1	-2%	6%	23%	1%	5%	-2%	-4%	-1%	-2&-3
CCCOP(=O)(OCCC)C(Nc1ccc(C(=O)O)cc1)c1ccccc1 (stereo not drawn)	7%	-12%	42%	-20%	45%[activator]	-3%	1%	5%	1
CCOC(=O)C1CCN(C(=O)CS(=O)Cc2nc(-c3ccc(C)cc3)oc2C)CC1 (stereo not drawn)	-1%	-5%	14µM*	1%	1%[57.1 µM]	0%	1%	7%	-1
CNC(=O)CN(c1ccc(OC)cc1)S(=O)(=O)c1ccc(F)cc1	-17%	-31%	15%	-4%	4%	0%	2%	3%	1
O=C(C1CCC(CNS(=O)(=O)c2cccc3cccnc23)CC1)N1CCCC1 (stereo not drawn)	-7%	11%	4%	-16%	2%	-3%	-1%	6%	-3
CCOC(=O)c1cc(=O)c2ccc(OCc3ccccc3)cc2o1	1%	0%	27%[57.1 µM]	-19%	17%[57.1 µM]	-5%	1%	4%	-2
C=CCOc1ccc(C(c2c(O)nc(SC)[nH]c2=O)c2c(O)nc(SC)[nH]c2=O)cc1	-7%	?	7.9µM*	-22%	8%	1%	-5%	-8%	-5
Cc1cc(C)c(NC(=O)CCCN2C(=O)COc3ccc(C)cc32)c(C)c1	.	-12%	-5%	15%	3%	.	.	.	-2
COc1ccc(CNS(=O)(=O)c2ccc(-c3cc(C(F)(F)F)on3)s2)cc1OC	3%	14%	13%[57.1 µM]	-24%	3%[57.1 µM]	-3%	6%	-8%	-7
O=C(Nc1ccn(CCCN2CCN(c3ccccn3)CC2)c(=O)n1)OCc1ccccc1	1%	-1%	8%	-15%	0%	-1%	4%	-8%	-7
CSc1ccc(CN(C)CC(=O)Nc2ccccc2Br)cc1	-20%	-5%	12%	-16%	4%	-2%	-15%	4%	-1
Cc1cccc2c1N(CCOc1ccccc1Cl)C(=O)C2=O	-2%	-52%	-12%	-9%	-6%	-5%	-8%	4%	2
CCOC(=O)c1c(NC(=O)c2cc(-c3ccc(OC)cc3)on2)sc(C)c1C	0%	?	10%	-18%	4%	-4%	-6%	-6%	-1
COc1cc(NC(=O)C/C(C)=N/NC(=O)C(OC)c2ccccc2)c(OC)cc1Cl (stereo not drawn)	4%	-28%	-18%	-1%	-16%	-2%	-5%	2%	5
COc1cc(NS(C)(=O)=O)c(OC)cc1NC(=O)c1ccccc1	-5%	-4%	-9%	-10%	-6%	-1%	0%	2%	8
O=C(O)CCS(=O)(=O)c1ccc(-c2ccccc2)cc1	0%	10%	-7%	9%	-8%	-4%	0%	0%	-3
COc1ccc(NC(=O)Cc2csc(NC(=O)Nc3ccccc3OC)n2)c(OC)c1	7%	-4%	8%	-19%	-6%	-3%	-5%	-14%	-3
CN(C)c1ccc(/C=C2\CCC/C(=C\c3ccccc3)C2=O)cc1	?	-10%	?	32µM*	-9%	6%	?	2%	2
COc1ccc(-n2c(C)cc(/C=C3\SC(=S)N(Cc4ccco4)C3=O)c2C)cc1	?	-40%	?	?	-10%	-1%	?	1%	-6
CC(C)CC1COC(=O)N1 (stereo not drawn)	1%	-2%	24%	-15%	1%	-1%	0%	6%	0
Cc1ccc(S(=O)(=O)Nc2nc(C)cc(NN)n2)cc1	0%	1%	4%	-12%	6%	-2%	0%	5%	1
SMILES	Vif-A3F inh	RGS4 inhibitor	rTrxR1 inhibitor	USP1 inh	TrxR1 substrate	Glioma ERSR ind	Vif-A3G inh	IDH1 R132H inh	LDHA block
CC(C)C[C@H](NC(=O)c1[nH]cnc1C(=O)N[C@@H](Cc1ccccc1)C(=O)OC(C)(C)C)C(=O)OC(C)(C)C	?	-12%	-15%	?	-23%	7%	-6%	7%	2
COc1ccc(N2CCN(c3oc(COc4ccc(Cl)cc4Cl)nc3C#N)CC2)cc1	-7%	2%	7%	4%	-6%	2%	0%	0%	0
Cc1ccc(SCC(=O)NCCc2ccccc2)cc1	6%	-14%	18%	-13%	-3%	6%	0%	-4%	-2
O=C(CNCc1ccccn1)N1CCc2ccccc2C1	6%	6%	-10%	-7%	3%	4%	-1%	8%	-12
Cc1nn(C)c2c1c(-c1ccccc1)cc(=O)n2Cc1ccccc1C#N	-12%	-19%	14%[57.1 µM]	-6%	6%[57.1 µM]	-4%	-1%	8%	-2
OC(COCc1cccs1)CN1CCN(c2ccccc2Cl)CC1 (stereo not drawn)	9%	-1%	1%	-2%	-4%	-3%	2%	-4%	-6
CCOc1ccc(-c2nc(-c3ccccc3)no2)cc1OCC	-6%	-22%	36%	-7%	2%	-5%	-1%	15%	-5
CC(C)NC(=O)[C@H]1N2C(=O)c3ccccc3C2SC1(C)C (stereo partly drawn)	15%	-2%	15%	-14%	9%[57.1 µM]	-3%	-2%	1%	-12
CC(C)(C)[C@@H]1C=C(C(N)=O)O[C@H](OCCCCO)C1	1%	-4%	-4%	-13%	-4%[57.1 µM]	1%	-6%	8%	10
CC(=O)NC1=C(NC2CCS(=O)(=O)C2)C(=O)c2ccccc2C1=O (stereo not drawn)	-13%	-46%	?	?	-17%	-5%	-6%	14%	43
NC(=O)C1CCN(c2nc(C3CC3)nc3c2nnn3Cc2ccccc2)CC1	-1%	23%	17%[57.1 µM]	0%	5%[57.1 µM]	3%	1%	3%	-18
O=C(c1ccc(-c2cccc(C(F)(F)F)c2)o1)N1CCN(c2ccccc2O)CC1	6%	-33%	1%	-10%	-4%	-1%	-1%	1%	2
CC1CN(c2snnc2C=C2C(=O)OC(C)(C)OC2=O)CC(C)O1 (stereo not drawn)	-1%	-21%	-45%[57.1 µM]	-16%	5%[11.4 µM]	-3%	0%	5%	1
Nc1ccc(C(=O)N2N=C(c3ccc(F)cc3)CC2(O)C(F)(F)F)cc1 (stereo not drawn)	-16%	9%	-9%	-10%	-7%	-2%	0%	-3%	-4
Cc1ccc(C(=O)NCC(=O)OCC(=O)c2cccc3ccccc23)cc1	.	-15%	41%[0.0914 µM]	.	-3%	-4%	1%	.	0
CC(C)c1ccc(NC(=O)c2cc(S(=O)(=O)N3CCc4ccccc4C3)ccc2F)cc1	1%	13%	-12%[57.1 µM]	3%	-5%[57.1 µM]	-3%	1%	15%	-4
O=C(COc1ccccc1F)OCc1cc(=O)n2nc(-c3cccs3)sc2n1	-5%	14%	13%[57.1 µM]	0%	0%[57.1 µM]	-2%	0%	5%	-7
COc1ccc(N2CCN(CCNC(=O)Nc3cc(Cl)ccc3OC)CC2)cc1	0%	2%	18%	-15%	-1%	-7%	-6%	-4%	-1
CC(=O)c1ccc(N2CCN(C(=O)c3ccc4[nH]c(C)c(C)c4c3)CC2)cc1	0%	33%	-27%	-3%	-17%	3%	-6%	-3%	2
O=C(CCCOc1ccc(Br)cc1)Nc1nnc(C2CC2)s1	-7%	18%	22%	-2%	1%	-2%	-9%	2%	-2
Cc1c(O)c(=O)ccn1C	8%	-19%	16%	-19%	0%	-2%&-2%	3%	-9%	1

Grouped by structure, the entries above containing a COOH group (two)
SMILES	Vif-A3F inh	RGS4 inhibitor	rTrxR1 inhibitor	USP1 inh	TrxR1 substrate	Glioma ERSR ind	Vif-A3G inh	IDH1 R132H inh	LDHA block
CCCOP(=O)(OCCC)C(Nc1ccc(C(=O)O)cc1)c1ccccc1 (stereo not drawn)	7%	-12%	42%	-20%	45%[activator]	-3%	1%	5%	1
O=C(O)CCS(=O)(=O)c1ccc(-c2ccccc2)cc1	0%	10%	-7%	9%	-8%	-4%	0%	0%	-3
